# IL1B secr inh: qHTS for Inhibitors of Inflammasome Signaling: IL-1-beta AlphaLISA Primary Screen. THP-1 LPS/ATP IL-1B secretion, AlphaLISA, 16 h; hits give low values. AID 743279, 2014. activity change, % at 57.5 µM. 360,000 compounds, 4.7% hits; in the data active = activity change below about -50%; inconclusive = mostly about -30% to -49%; also: % is scaled to controls: 0 for no effect and ±100 for the full control effect
#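 THP-1 cells pretreated 1 hr with compounds (up to 57.5 uM final), then stimulated with LPS (250 ng/mL final) plus ATP (1.25 mM final); secreted IL-1B measured by AlphaLISA after 16 hr, decreased signal indicating inhibition.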
# HT1080-NT tox: qHTS for induction of synthetic lethality in tumor cells producing 2HG: qHTS for the HT-1080-NT fibrosarcoma cell line; AID 686970, 2013; HT-1080-NT fibrosarcoma viability, CellTiter-Glo ATP luminescence, 48 h; Potency, µM (series often up to 46.1 µM), for the others: top-dose activity, negative = less viability, actives largely listed as cytotoxic; 360,000 compounds, 1.6% hits;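 also: NT is the 2HG producing partner of a matched IDH1 knockdown line; potency is read from the fitted curve at half-maximal effect; 0% = DMSO-treated cells and -100% = media-only wells without cells; nearly all actives have a fitted effect of over 55% in size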
#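 HT-1080-NT fibrosarcoma cells (2HG-overproducing), 750 cells/well in RPMI with 5% FBS, dosed after 2 h and incubated 48 h at 37C. CellTiter-Glo luminescence normalized to DMSO and no-cell wells; concentration-response curves fitted and classed.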
# MCF10A rerep: A quantitative high throughput screen for small molecules that induce DNA re-replication in MCF 10a normal breast cells; 350,000 compounds, 2.9% hits; MCF 10A DNA re-replication, Hoechst nuclear intensity, 48 h; Potency, µM (top dose mostly 46.1 µM), inactives show at the top dose activity, positive = re-replication, hits mostly activators; AID 624296, 2012; also: potency is read from the fitted curve at half-maximal effect; % of control where 0% means no effect; nearly all actives have a fitted effect of over 50% in size
# SW480 rereplic: A quantitative high throughput screen for small molecules that induce DNA re-replication in SW480 colon adenocarcinoma cells. AID 624297, 2012. Potency, µM (titrated, usually from 46.1 µM), for the others: at the highest dose re-replication activation, actives largely listed as activators. 340,000 compounds, 1.8% hits. SW480 DNA re-replication, Hoechst DNA content imaging, 48 h; also: potency is read from the fitted curve at half-maximal effect; % of control where 0% means no effect; nearly all actives have a fitted effect of over 55% in size
#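 Treated cells incubate 48 hr (37 C, 5% CO2), are stained 40 min with Hoechst, and nuclear fluorescence is enumerated; a rise in nuclei with high DNA signal marks re-replication.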
# ATXN viability: Viability Counterscreen for Primary qHTS for Inhibitors of ATXN expression | AID 651635, 2014 | Potency, µM (highest dose often 56.7 µM), hits mostly cytotoxic | S2 cells (HEK-293 line with an ATXN2-luciferase reporter) viability, CellTiter-Fluor protease fluorescence, 24 h | 400,000 compounds, 0.49% hits; also: potency is read from the fitted curve at half-maximal effect; nearly all actives have a fitted effect of over 40% in size
# KB-V1 cytotox: qHTS assay for MDR1-selective chemotherapeutics: Primary screen using the drug-selected MDR subline cells KB-V1. KB-V1 MDR cells viability, CellTiter-Glo, 72 h. Potency, µM (titrated, usually from 46.1 µM), for inactives: at the top dose activity change, negative = cytotoxicity, hits mostly cytotoxic. 400,000 compounds, 3.4% hits. AID 1347076, 2019; also: potency is read from the fitted curve at half-maximal effect; % is scaled to controls: 0 for no effect and ±100 for the full control effect; nearly all actives have a fitted effect of over 60% in size
#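 Luminescent ATP read-out (CellTiter-Glo, 10 min) measures survival of drug-selected KB-V1 MDR cells after 72 h, 37 degrees C compound exposure. Medium: phenol-red-free DMEM, 10% FBS. Values from fitted concentration-response curves.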
# KB-3-1 cytotox: qHTS assay for MDR1-selective chemotherapeutics: Primary screen using the parental adenocarcinoma cell KB-3-1; AID 1347075, 2019; 400,000 compounds, 1.4% hits; KB-3-1 viability, CellTiter-Glo ATP luminescence, 72 h; Potency, µM (series often up to 46.1 µM), without a hit: at the top dose activity change, negative = cytotoxic, most hits filed as cytotoxic; also: potency is read from the fitted curve at half-maximal effect; % is scaled to controls: 0 for no effect and ±100 for the full control effect; nearly all actives have a fitted effect of over 60% in size
#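 Viability of parental KB-3-1 cells, measured by CellTiter-Glo luminescence, followed a 72 h incubation at 37 °C with pinned compounds in phenol-red-free DMEM containing 10% FBS.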
# HT1080 IDH1KD tx: qHTS for induction of synthetic lethality in tumor cells producing 2HG: qHTS for the HT-1080-IDH1KD cell line; 360,000 compounds, 2% hits; Potency, µM (titrated, usually from 46.1 µM), for the others: at the top dose activity, negative = toxicity, hits mostly cytotoxic; HT-1080 IDH1 knockdown viability, ATP luminescence, 48 h;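 also: potency is read from the fitted curve at half-maximal effect; 0% = DMSO wells and -100% = cell-free medium wells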
#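 In this qHTS, HT-1080 cells depleted of IDH1 are exposed for 48 h at 37 °C to compound titrations. Toxicity is scored from CellTiter-Glo luminescence, with DMSO as full viability and medium alone as none.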
# ATXN2 expr inh: Primary qHTS for Inhibitors of ATXN expression | AID 1745845, 2022 | Potency, µM (series often up to 57 µM), without a hit: top-dose activity change, negative = inhibition, most hits filed as inhibitors | 360,000 compounds, 0.72% hits | HEK-293 ATXN2-luciferase reporter, luminescence, 24 h; also: potency is read from the fitted curve at half-maximal effect; % is scaled to controls: 0 for no effect and ±100 for the full control effect; nearly all actives have a fitted effect of over 55% in size
#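 qHTS (up to 57 uM final) was run with 24 h compound exposure of reporter cells at 37 °C. Each well was multiplexed: SteadyGlo luminescence measured ATXN2-luciferase expression after a fluorogenic Gly-Phe-AFC viability readout (25 uM final).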
# Active calls of the source: *; i = inactive; u = inconclusive; x = no result given; & = joins results of further samples; [ ] = remark or other dose. Unless noted, calls follow the shape of the dose curve; as a rule, active = well fitted curve in the direction sought with a large enough effect; inconclusive = small, poorly fitted or top-dose-only effect, or another doubt; inactive = no such curve, though single readings can be large; an effect the other way counts as inactive or inconclusive.
# Results follow in this order: ATXN2 expr inh | ATXN viability | KB-V1 cytotox | HT1080-NT tox | SW480 rereplic | HT1080 IDH1KD tx | MCF10A rerep | KB-3-1 cytotox | IL1B secr inh
CC1CCN(C(=O)COC(=O)c2n[nH]c3ccccc23)CC1
  38%[activator] | i | -14% | 2% | -2% | 1% | -8% | 0% | -22
CC(C)C(NS(=O)(=O)c1ccc2c(c1)oc(=O)n2C)C(=O)N1CCN(c2cccc(Cl)c2)CC1 (centres undefined)
  -14% | i | -14% | x | x | x | x | 0% | x
CCC(=O)Nc1cccc(-c2nnc(-c3ccccc3)o2)c1
  59%[activator] | i | -16% | -3% | -4% | -9% | -4% | 0% | u
CN(C)c1ccc(C(=O)N2CC(=O)N(CCc3ccccc3)C(=O)C2)cc1
  3% | i | 4% | -1% | -1% | -7% | -1% | 14% | 31
O=C1c2cccc(OCc3ccc(F)cc3)c2CCN1Cc1ccc(F)cc1
  u | i | 3.3µM* | -28% | 8% | u | 21µM* | 2.9µM* | -68*
Cc1ccc(C(=O)NNC(=O)c2ccccc2OCc2c(C)noc2C)cc1
  1% | u | -14% | 5% | -2% | 6% | 6% | 0% | -5
COc1ccc(NC(=O)CSc2n[nH]c(-c3ccncc3)n2)c([N+](=O)[O-])c1
  8% | i | -3% | 9% | -12% | -10% | 3% | 0% | i
Nc1cc(N)nc(SCC(=O)NCC(=O)Nc2ccc(F)c(F)c2F)n1
  -6% | i | u | -5% | -1% | -9% | 5% | 0% | 13
O=C(COc1ccccc1Cl)NC(=S)N1CCc2ccccc21
  u | u | -1% | 11µM* | u | u | 2% | -1% | 36
C[C@H](O)[C@@H]1C(=O)N2CCc3ccc(N4CCN(C)CC4)cc3[C@@H]2C[C@@H]1N(C)C(=O)NC1CCCCC1
  6% | i | 0% | 7% | -9% | 6% | -6% | 0% | 5
COc1ccccc1Cc1c(-c2ccccc2)nc2c(C)cc(Br)cn12
  11% | i | u | u | x | u | x | u | 11
COc1ccc(OC)c2c(C)cc(N3CCN(C(=O)c4ccc(F)cc4)CC3)nc12
  -10% | i | -22% | -16% | 0% | -22% | 0% | -1% | 0
CCCCNC(=O)c1onc(CSc2cc(C)cc(C)c2)c1C(=O)O
  99%[activator] | i | 28% | -23% | -4% | u | -14% | u | 3
CCc1ccc(S(=O)(=O)N/N=C\c2ccc([N+](=O)[O-])o2)cc1
  0% | i | 8% | 3% | u | 2% | u | -5% | u
O=C(NCc1ccc(-n2cccc2)cc1)c1cccc(F)c1
  -13% | i | -6% | 2% | -2% | 0% | 10% | 14% | -6
COc1ccc(/C=C(\NC(=O)c2ccccc2)C(=O)NNC(=O)CCN2CCOCC2)cc1
  -6% | i | u | 19% | -21% | 19% | 6% | 12% | 4
COc1cc(/C=N/NC(=O)CNC(=O)c2ccccc2)ccc1OC(=O)c1cccs1
  1% | i | 7% | -2% | 1% | 3% | 0% | 27% | 24
Cc1ccc2c(CC(=O)Nc3nc(C)cs3)coc2c1
  0% | i | -12% | -8% | -14% | -12% | 12% | -8% | -23
Cc1ccc(CNC(=O)CCSCc2ccccc2C)cc1
  25% | i | 20% | 11% | -13% | -1% | -4% | -1% | 7
FC(F)(F)c1cc(-c2cccc(Br)c2)nc2ncnn12
  -10% | i | 5% | x | x | x | x | -13% | x
CC(=O)c1cccc(NC(=O)c2nc3ccccc3n(C)c2=O)c1
  12% | i | u | x | x | x | x | u | x
CC(=O)Nc1ccc(/C=C/c2noc(-c3ccccc3O)n2)cc1
  10% | i | -14%&-20% | 1% | u | -2% | 1% | 9%&2% | -5
Cc1c(C(=O)N2CCN(c3ccc(F)cc3)CC2)oc2c1C(=O)CCC2
  x | i | -12% | 6% | 2% | 2% | -1% | -6% | 15
Cc1ccc(C(=O)O)cc1NC(=S)NC(=O)c1ccc(-c2ccc(Cl)cc2)o1
  -21% | i | 0% | 8% | -2% | 8% | 1% | -1% | u
Cc1ccc2c(c1)[nH]c1c(=O)n(Cc3ccco3)cnc12
  17% | i | 0% | 17% | u | u | u | 5% | u
Cc1cc(C(=O)Nc2ccccc2)c2ccccc2n1
  8% | i | 15% | 1% | -3% | 7% | 1% | 8% | 3
O=C(NCCc1cn2ccsc2n1)c1cccs1
  8% | i | -11% | -5% | 2% | -1% | 10% | 0% | 2
COc1ccc2nc(NC(=O)C3CCN(S(=O)(=O)c4cccs4)CC3)sc2c1
  u | i | 23µM* | u | 11% | -28% | -1% | u | -75*
Cc1[nH]nc2c1C(CC(C)C)C(C#N)=C(N)O2 (centres undefined)
  12% | i | -5% | 0% | -9% | -2% | u | 12% | x
CCCC[C@@H]1CC2=C(C(=O)OC(C)(C)O2)[C@@H](c2ccc(F)cc2)O1
  0% | i | -2% | 1% | x | 0% | x | 5% | 4
COc1cccc(C(=O)Nc2nnc(SCC(=O)NC3CC3)s2)c1
  -16% | i | 20% | 24% | 0% | 10% | -3% | -1% | -5
O=C1OC(c2ccccc2)/C(=C(/O)c2ccc(Cl)cc2)C1=O (centres undefined)
  -4% | i | u | -12% | 4% | 24% | 126%[0.0737 µM] | 10% | -11
CCCN1C(=O)/C(=C/c2ccco2)SC1=Nc1ccc(OC)cc1
  -4% | i | -10% | 2% | -3%[9.22 µM] | -1% | 4% | -20% | -14
COc1ccc(Cl)cc1C(=O)NCc1cn(C)nc1C
  1% | i | 10% | 0% | -2% | -1% | -4% | 9% | 5
COCO/C=C(\NC(C)=O)c1ccccc1
  24% | i | -12% | -1% | 1% | 9% | -1% | u | 0
CC1CC(C)CN(C(=O)CN2C(=O)NC3(CCCCCCC3)C2=O)C1 (centres undefined)
  -2% | i | 2% | -1%[9.24 µM] | -9% | -3% | 9% | -12% | 6
CC(=O)N(C(C)=O)n1c(C)nc2sc3c(c2c1=O)CCCC3
  x | i | u | u | -9% | u | u | 8% | -16
Cc1ccc(S(=O)(=O)c2nc(S(C)(=O)=O)sc2N2CCC(C)CC2)cc1
  -6% | i | -5% | -1% | u | u | u | -4% | -84*
CN(C)c1ccc(Cl)c(NC(N)=S)c1
  -4% | i | 0% | 1% | x | 6% | x | 4% | 21
O=C1c2cccc(OCc3ccc(F)cc3)c2CCN1Cc1ccccc1
  -18% | i | u | -22% | -2% | -18% | u | 16µM* | -57*
O=C(COC(=O)c1cccc(O)c1)NCc1ccc2c(c1)OCO2
  -1% | i | 0% | 1% | -1% | 6% | -1% | 11% | 9
CC(C)Cc1nc2n[nH]c(N)c2c2c1CCC2
  -3% | i | -18% | 6% | -10% | -1% | 3% | -13% | 7
Cc1ccc([C@@H]2CC(=O)[C@@H]3CN(S(=O)(=O)c4ccc(C)cc4)[C@H](c4ccc(Cl)cc4)C[C@@H]3N2S(=O)(=O)c2ccc(C)cc2)cc1
  0% | i | u | 1% | x | 10% | x | 9% | 25
COCCCn1c(=O)c2sccc2n2c(CCCC(=O)NCc3ccccc3)nnc12
  9% | i | 2% | 2% | -7% | -6% | -3% | -7% | -3
COc1cccc(NC(=O)CN2C(=O)NC(CCc3ccccc3)C2=O)c1 (centres undefined)
  -4% | i | 25% | 4%[9.24 µM] | -26% | -1% | 1% | u | -4
O=c1cc(-c2ccc(Cl)cc2)[nH][nH]1
  -4% | i | 6% | 1% | -7% | -1% | u | 0% | 5
CCOc1ccc(Oc2nc(C)cc(OC)n2)nn1
  -14% | i | -5% | 2% | 1% | -1% | -28% | -1% | 7
O=C(O)c1ccc(N/N=C/c2ccc3nccnc3c2)cc1
  x | i | -2% | u | u | u | -2% | u | -9
O=C(NC1=NCCS1)c1ccc(F)c(S(=O)(=O)N2CCOCC2)c1
  x | i | -4% | -3% | -4% | -4% | -2% | -2% | 17
CN1CCN(c2ccc(C(=O)NC3CCCCC3)cc2[N+](=O)[O-])CC1
  x | i | -2% | 1% | 12% | 2% | 7% | 3% | 18
COc1cccc2cc3c(=O)n(-c4ccccc4)nc-3oc12
  3% | i | 7% | -7% | -2% | 3% | 2% | -3% | 10
CC1CCCCC1NCC(=O)NCc1ccc(F)cc1 (centres undefined)
  -6% | i | u | -3% | -2% | 7% | 3% | 1% | -17
CCN(c1ccccc1)S(=O)(=O)c1ccc(Cl)c(NC(=O)CSc2nncn2C)c1
  -12% | i | 14% | 18% | 1% | -1% | 3% | 8% | 18
COc1cccc(C2C(C(=O)c3ccco3)=C(O)C(=O)N2CCCN2CCOCC2)c1OC (centres undefined)
  9% | i | -1% | -3% | -8% | 20% | 5% | -4% | -7
COc1ccc(C(=O)N/N=C/c2ccccn2)cc1OC
  -7% | i | u | -15% | -5% | -29% | 0% | 1% | -5
O=C(COC(=O)c1cc2ccccc2cc1O)Nc1cccnc1Cl
  -21% | i | -15% | -3% | 3% | -2% | u | 5% | i
O=C(CCN1C(=O)/C(=C\c2cccs2)SC1=S)Nc1nccs1
  -12% | u | 0% | 1% | -2% | 8% | 6% | 14% | 2
Fc1ccc2nc3[nH]c4ccccc4c3nc2c1
  32%[activator] | i | u | u | 4% | u | u | -27% | 0
